# High-throughput results (PubChem)
# PAX8 reporter: lowers PAX8-driven luciferase in RMG-I cells | inhibition, % at 12.6 µM | actives 1.2% (n = 360,000) | RMG-I TPO-luciferase reporter, SteadyGlo, 24 h;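 active = mean replicate inhibition at least 60% with every replicate also reaching 60%; inconclusive = only one of the two criteria is met; inactive = mean below 60% and not all replicates reaching 60%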;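 note: luciferase light reporting Pax8 driven TPO promoter activity; plate controls were median of neutral control wells for no effect and mitoxantrone controls for full effect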
# ERp5 block: inhibitors of human ERp5. inhibition, % at 9.99 µM. ERp5 insulin aggregation, absorbance 650 nm, 90 min. Q15084. actives 0.05% (n = 350,000);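 active = mean replicate inhibition above about 25%, with every replicate also reaching it, limit read from the data, passing the limit was not always enough; inconclusive = only one of those two criteria met; inactive = neither criterion met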
# Target sequence (Q15084 whole entry, looked up): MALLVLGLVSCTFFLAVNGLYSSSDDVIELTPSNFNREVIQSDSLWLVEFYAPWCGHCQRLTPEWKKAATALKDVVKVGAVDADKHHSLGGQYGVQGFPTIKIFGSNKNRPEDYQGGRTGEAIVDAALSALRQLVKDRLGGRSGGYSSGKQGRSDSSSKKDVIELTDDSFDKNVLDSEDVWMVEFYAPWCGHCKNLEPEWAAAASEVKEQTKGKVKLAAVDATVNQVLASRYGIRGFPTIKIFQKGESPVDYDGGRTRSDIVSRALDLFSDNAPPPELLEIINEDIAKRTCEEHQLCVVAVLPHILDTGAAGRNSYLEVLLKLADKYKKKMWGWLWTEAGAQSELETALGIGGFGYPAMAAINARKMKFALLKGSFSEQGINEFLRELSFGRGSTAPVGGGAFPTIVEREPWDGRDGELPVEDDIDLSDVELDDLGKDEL
# Xi reactivation: X-chromosome reactivation activator. actives 0.055% (n = 360,000). activation, % at 7.58 µM. XiGFP mouse fibroblasts, % GFP-positive cells imaging, 3 d; cells co-treated with 5-aza-dC sensitizer; scaled so ellipticine positive control = 100%. AID 743238;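 active = mean normalized replicate activation at least 10% and every replicate at or above 10%; inconclusive = only one of the two criteria met; inactive = mean below 10% and not all replicates reach 10%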;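 note: 0% = median of on-plate neutral control wells and 100% = ellipticine 6 µM median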
#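 Assay system – SV40-immortalized XiGFP fibroblast cells, line 68-5-11 · Buffer or medium – DMEM supplemented with 5-aza-dC as sensitizing agent · Dosing – one concentration, pinned · Benchmarks – positive control ellipticine, 6 µM final · Times – 3 days compound exposure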
# DENV2 CPE rescue: DENV2-induced cell death inhibition; DENV2-infected cells, cytopathic effect rescue, plate reader; actives 1.7% (n = 350,000); CPE inhibition, % at 9.99 µM; in the data active = CPE inhibition above about 20%, passing the limit was not always enough; inconclusive = no clear call, values can overlap the other calls; tested in BHK-21 cells;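 note: 0% = median of neutral control wells and 100% = median of positive control wells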
# F508del corr: correctors of CFTR F508del function in bronchial epithelial cells. activity (quench increase), % at 7.58 µM. CFBE cells, YFP halide quenching; stimulated with forskolin plus potentiator P3; % fluorescence drop versus neutral controls. actives 0.36% (n = 350,000). AID 720511;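 active = mean added fluorescence quench of at least 8% versus neutral control, with both replicates also reaching 8%; inconclusive = only one of the mean or replicate conditions met; inactive = mean below 8% and not both replicates reaching 8%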;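 note: cells transiently co-express mutant CFTR-F508del with the halide-sensitive YFP; corrector assay measuring rescue of mutant channel to the surface after 24 h compound exposure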
# EWS-Fli block: EWS/Fli transcriptional activity inhibition | actives 0.67% (n = 350,000) | A673 NR0B1-luciferase reporter, viability-normalised | inhibition, % at 12.6 µM;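 active = mean inhibition of at least 50% after viability correction, with every replicate also passing that limit; inconclusive = mean reaches 50% but only one of two replicates passes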;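 note: firefly luciferase signal divided by Alamar Blue viability fluorescence both relative to DMSO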
# INS-1E GSIS act: GLuc luminescence reporter in INS-1E cells, primary screen for activators of glucose-dependent secretion of insulin | INS-1E GLuc reporter insulin secretion, 2-3 h | activation, % at 16.6 µM | actives 0.61% (n = 370,000) | AID 743287;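 active = lowest replicate activation of at least 40%, so every replicate reaches that level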;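 note: 0% = median of neutral control wells and 100% = median of IBMX positive control wells; some compounds called inactive have numbers as strong as hits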
# ARNT TACC3 PPI: ARNT/TACC3 interaction disruption; Q9Y6A5; AlphaScreen His-ARNT PAS-B/GST-TACC3 binding, luminescence; TACC3 fragment carries E629A point mutation; inhibition, % at 9.99 µM; actives 0.66% (n = 390,000); AID 623870;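 active = mean inhibition of replicates at least 50% and at least half of replicates each reaching 50%; inconclusive = half or more replicates reach 50% but mean below 50%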;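 note: 0% = complete ARNT plus TACC3 wells and 100% = ARNT alone without TACC3; many hits fall short of the cut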
# Active calls of the source: *; ? = inconclusive; · = no result given; & = joins results of further samples.
mol	PAX8 reporter	ERp5 block	Xi reactivation	DENV2 CPE rescue	F508del corr	EWS-Fli block	INS-1E GSIS act	ARNT TACC3 PPI
CCc1ccccc1NC(=S)N(CCCN(C)C)Cc1cc2cc3c(cc2[nH]c1=O)OCO3	-1	-7	0.0	6	-0.1	10	4	3
O=C(CC(=O)Nc1ccc(F)cc1)Nc1ccc(F)cc1	15	2	0.2	-1	-0.6	6	3	-2
COc1ccc(CNc2nc3ccccc3s2)cc1OC	-43	0	0.1	-1	-1.0	-80	0	-3
Cc1ccc2nc(/C(C#N)=C/c3ccc(-c4ccccc4C(=O)O)o3)[nH]c2c1	2	2	-0.1	3	1.8	2	-22	18
CC1(C)CC(=O)c2ccc(O)cc2O1	11	-7	0.1	-4	-2.5	-6	-3	1
CSCC[C@@H](CO)NC(=O)[C@H]1O[C@@H](n2ccc(=O)[nH]c2=O)[C@H](O)[C@@H]1O	-8	-2	·	1	-1.2	-4	3	·
Cc1cc(C)cc(NC(=O)NC(C)C2CCCO2)c1 (stereo not drawn)	-3	2	0.2	·	2.0	-7	3	·
COc1ccc(C(C#N)=C2C=C(Cl)C(=NO)C=C2Cl)cc1	-53	-9	0.0	5	0.0	-10	-20	·
CC(=O)Nc1ccc(C(=O)OCc2ccc(Br)cc2)cc1	3	-1	0.0	-5	·	-4	-15	-4
C=CCn1nc(-c2ccccc2)cc1C(=O)OCC	-20	1	-0.2	-7	-3.0	-15	1	-1
COc1ccc(N2CCN(C(=O)CN3C(=O)NC(C)(c4ccc5ccccc5c4)C3=O)CC2)cc1 (stereo not drawn)	20	0	0.4	8	-3.3	-1	·	·
COc1ccc(N2C(=O)CC(N3CCN(S(=O)(=O)c4c(C)cc(C)cc4C)CC3)C2=O)cc1 (stereo not drawn)	9	-1	-0.1	-3	-2.3	0	-10	·
COc1ccc(C(CNC(=O)CCNC(=O)c2ccc(Br)cc2)N2CCOCC2)cc1 (stereo not drawn)	16	4	0.0	39*	0.3	1	-7	28
O=C(Nc1nnc(-c2cccs2)o1)c1cccc(Oc2ccccc2)c1	22	-2	0.2	-3	0.1	9	3	25
CN(C)C(=O)C[C@H]1CC[C@H](NC(=O)Nc2cccc(F)c2)[C@@H](CO)O1	-10	0	0.0	-1	-1.7	-3	13	4
C[C@@H]1CN([C@H](C)CO)C(=O)c2cc(C3=CCCCC3)cnc2O[C@@H]1CN(C)S(=O)(=O)c1cn(C)cn1	-27	5	0.0	7	-0.6	-11	-4	-4
C[C@@H]1CN([C@H](C)CO)C(=O)c2cccc(NC(=O)C3CC3)c2O[C@H]1CN(C)Cc1ccc(Oc2ccccc2)cc1	·	-3	0.0	8	-10.0	14	-15	15
Cc1noc(C)c1S(=O)(=O)Nc1cccc2c1O[C@@H](CN(C)C(=O)Nc1ccc3c(c1)OCO3)[C@@H](C)CN([C@H](C)CO)C2=O	·	-2	-1.1	18	1.3	-7	-1	-1
O=C(O)c1ccc(NCc2cccc(Br)c2)cc1	13	·	0.0	·	·	·	21	-2
O=C(Cn1cnc2c(nnn2Cc2ccccc2)c1=O)NCc1ccccc1Cl	3	11	0.0	1	4.4	16	20	-5
COC(=O)C1=C(C)NC(C)=C(C(=O)OC)C1c1ccc(NC(C)=O)cc1	·	-4	·	-3	-2.2	2	12	7
Cc1cccc(Cn2cnc3c(N)c(C)c(C)cc32)c1	5	1	0.0	3	-4.5	48	-9	0
CCCn1c(N)c(N(CCOC)C(=O)c2ccc([N+](=O)[O-])cc2Cl)c(=O)[nH]c1=O	-2	-2	0.5	-11	-1.5	-1	1	2
CCOc1ccccc1C(=O)N(C)CC(=O)Nc1ccc(OC)cc1	6	-5	0.0	-4	-1.6	-10	10	-16
CCOC(=O)Nc1ccc2c(c1)N(C(=O)CCN(C)C)c1ccccc1CC2	15	-1	0.0	3	-3.2	17	-22	15
CC(=O)NC1=NN(C(C)=O)C(C)(CS(=O)(=O)c2ccc(C)c(C)c2)S1 (stereo not drawn)	·	0	·	4	-1.6	5	6	-1
COc1ccccc1C/C(N)=N/OC(=O)/C=C/c1ccccc1	-3	0	-0.1	8	6.6	7	5	·
S=C(Nc1ccccc1)N1CCN(C(=S)Nc2ccccc2)CC1	-15	1	0.0	8	0.1	-17	11	·
CCCC#Cc1ccc([C@@H]2[C@@H](CO)N3CCCCN(Cc4ccncc4)C[C@@H]23)cc1	8	-1	0.2	16	-0.8	11	-12	3
C[C@H](CO)N1C[C@H](C)[C@H](CN(C)C(=O)Nc2ccc(F)cc2)Oc2c(NS(=O)(=O)c3ccc(F)cc3)cccc2C1=O	·	-6	0.1	4	-2.9	-1	-11	-2
O=S(=O)(Nc1cc(S(=O)(=O)N2CCOCC2)ccc1NCC1CCCO1)c1ccccc1 (stereo not drawn)	-11	2	0.2	-1	-1.5	-4	5	2
CC(C)(C)c1ccc(C(=O)N2CCN(C(=O)c3ccco3)CC2)cc1	-7	4	0.0	11	4.3	·	-5	-33
COc1ccc(NS(=O)(=O)c2cc(NC(=O)c3ccccc3)ccc2N2CCOCC2)cc1	24	0	0.0	-5	-1.2	7	-18	-4
COc1ccc(NC(=O)c2cccc([N+](=O)[O-])c2)cc1	-47	2	0.0	·	0.2	-38	2	-7
CCOc1ccc(NC(=O)NCc2ccccn2)cc1	-13	7	-0.1	5	1.4	-10	19	-5
CN(Cc1cccc(F)c1)C(=O)C(c1ccccc1)c1ccccc1	23	6	0.1	-8	1.1	8	-32	-2
O=C(C(=O)N1CC=C(c2ccccc2)CC1)c1c[nH]c2ccccc12	25	8	0.2	-11	·	-8	·	-1
O=C(Nc1cccc(F)c1)N1CC(=O)N2[C@H](CO)[C@H](c3ccc(C#Cc4cccnc4)cc3)[C@H]2C1	·	2	0.6	0	-1.2	·	-16	·
Cc1ccc(S(=O)(=O)c2c(N)n(CCCN(C)C)c3nc4ccccc4nc23)cc1	14	3	0.2	2	-0.1	0	·	0
COc1ccc(NC(=O)CN(c2ccc(C)cc2)S(=O)(=O)c2c(C)nn(C)c2C)cc1	11	0	0.1	8	1.6	-3	18	0
COc1ccc(Cl)cc1NC(=O)C(C)Sc1nnc(C2CC2)n1C1CC1 (stereo not drawn)	10	6	1.5	-3	-6.5	-9	-4	·
CCN(CC)C(=O)c1sc(NC(=O)c2cccs2)c(C#N)c1C	13	7	0.0	·	-3.8	3	-2	-14
CC(=O)Nc1ccc(C2=NN(c3ccccc3)C(c3cccs3)C2)cc1 (stereo not drawn)	-16	3	0.2	19	·	-34	7	-3
CN(CC(=O)Nc1ccc(F)c(F)c1F)C(=O)/C=C/c1ccco1	·	2	0.0	-1	1.4	1	·	15
COc1ccc(CN(C)C[C@@H]2OCCCC[C@H](C)Oc3ccc(NS(=O)(=O)c4ccccc4)cc3C(=O)N([C@H](C)CO)C[C@@H]2C)cc1	-17	-1	0.3	?	3.0	2	-13	-11
C[C@H](CO)N1C[C@H](C)[C@H](CN(C)Cc2ccccc2)OCCCC[C@H](C)Oc2ccc(N(C)C)cc2C1=O	13	-1	0.0	1	5.7	3	-4	6
COC(=O)C(C)Sc1ccc2nnc(CCNS(=O)(=O)c3ccc(C)cc3)n2n1 (stereo not drawn)	-7	4	0.2	·	2.2	-1	17	-2
COC(=O)c1ccc(/C=N/Nc2nc3ccccc3[nH]2)cc1	38	-6	0.0	-1	-2.3	-100	-12	-8
CCOc1ccc(NC(=O)C[n+]2ccc(N(C)C)cc2)cc1	8	-1	0.1	6	·	1	·	-5
CCOc1ccc(C(C)NC(=O)c2ccccc2F)cc1 (stereo not drawn)	21	3	0.0	-6	0.8	-2	·	-1
CC(=O)NC1C(O)OC(CO)C(O)C1O (stereo not drawn)	-1	8	0.0	-5	-4.1	-1	·	-3
O=C(O)c1ccc(NS(=O)(=O)c2ccc(C(=O)Nc3ccccc3)cc2)cc1	13	-2	0.1	-6	1.4	·	7	-5
Cc1noc(C)c1C(=O)N1CCC1(C)C(=O)NS(=O)(=O)c1cccc(OC(F)F)c1 (stereo not drawn)	0	-1	-0.1	-10	-1.3	-12	10	·
Cc1cccc(NCc2ccccc2OCc2ccccc2F)c1	-4	5	-0.1	0	·	6	7	-3
C/C=C/c1ccc2c(c1)O[C@@H](CN(C)C(=O)NCCC)[C@@H](C)CN([C@H](C)CO)S2(=O)=O	-9	-1	0.6	1	0.3	-6	8	-8
CCN1CCN(c2ccc(S(=O)(=O)N3CCCCC3)cc2NC(=O)/C=C/c2ccc(Cl)cc2)CC1	8	2	-0.1	2	-1.7	11	-38	12

# The list goes on:
mol	PAX8 reporter	ERp5 block	Xi reactivation	DENV2 CPE rescue	F508del corr	EWS-Fli block	INS-1E GSIS act	ARNT TACC3 PPI
O=c1[nH]c(=S)c2[nH]c(=S)n(-c3ccccc3)c2[nH]1	-2	0	0.8	·	0.3	-2	·	2
C=CCCC(=O)Nc1nc(C)c(-c2csc(Nc3cc(OC)ccc3OC)n2)s1	56	4	0.0	-6	8.8*	58*	-4	1
CO[C@H]1CN(C)C(=O)c2cc(NS(C)(=O)=O)ccc2OC[C@H](C)N(Cc2cncnc2)C[C@@H]1C	-19	1	0.2	?	0.5	7	13	-5
COC(=O)c1ccccc1NC(=O)CSc1nccc(C)n1	-2	-1	0.7	11	0.7	1	-1	·
COc1ccc(NS(=O)(=O)c2cccc(C(=O)NCC(c3ccccc3OC)N3CCCC3)c2)cc1 (stereo not drawn)	20	-1	-0.1	3	-1.3	6	7	0
Cc1noc(C)c1NC(=O)Nc1cccc2c1O[C@@H](CN(C)Cc1ccccc1)[C@H](C)CN([C@@H](C)CO)C2=O	16	-1	-0.9	-2	-1.3	-5	25	-9
O=C1NC[C@H](Cc2ccccc2)N(C[C@@H]2CCCN2C[C@H](Cc2ccc(O)cc2)N2C[C@H](Cc3ccccc3)N(CCc3ccccc3)C(=O)C2=O)C1=O	-10	-4	0.2	1	1.1	7	-39	·
Cc1cccc(Nc2nc(N)c([N+](=O)[O-])c(N3CCN(C)CC3)n2)c1	-3	·	0.0	·	·	·	20	20
COc1ccc2c3c(n(C)c2c1)[C@H](CO)N(C(=O)C1CC1)CC31CN(C)C1	-13	3	0.6	-6	-0.7	5	-4	·
C[C@@H]1CN([C@H](C)CO)C(=O)CCCn2nncc2CO[C@H]1CN(C)C	-6&-7	-4&5	-0.1&-0.2	-6&-4	-3.2&1.4	-1&-3	20&3	2
CN(C)S(=O)(=O)c1ccc(N2CCOCC2)c(C(=O)NCc2ccc3c(c2)OCO3)c1	-1	5	-0.1	-4	-2.5	3	8	5
CC(C)c1ccc(C2NC(=O)c3ccccc3O2)cc1 (stereo not drawn)	-8	2	0.3	?	2.9	-18	2	-7
COc1cc2c(cc1OC)C1=C(C#N)CC/C(=N\S(=O)(=O)c3ccccc3)N1CC2	-2	-4	0.0	-1	2.8	1	27	8

# No enrichment for hits. About 4.2% of those tested had a hit in this group.
